Source: PubChem BioAssay (Icahn School of Medicine at Mount Sinai)
ROC1-CUL1 inh: inhibitors of human ROC1-CUL1 ubiquitin ligase activity; inhibition, % at 10 µM; AID 1347404; in vitro K48 di-Ub FRET, acceptor:donor ratio, 45 min; P62877+Q13616; hit rate 0.6% among 140,000; in the data active = inhibition above about 25%
Target sequence (P62877 whole entry, looked up): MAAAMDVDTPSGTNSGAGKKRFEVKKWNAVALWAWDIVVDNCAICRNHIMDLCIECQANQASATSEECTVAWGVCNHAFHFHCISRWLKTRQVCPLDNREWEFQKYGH
Target sequence (Q13616 whole entry, looked up): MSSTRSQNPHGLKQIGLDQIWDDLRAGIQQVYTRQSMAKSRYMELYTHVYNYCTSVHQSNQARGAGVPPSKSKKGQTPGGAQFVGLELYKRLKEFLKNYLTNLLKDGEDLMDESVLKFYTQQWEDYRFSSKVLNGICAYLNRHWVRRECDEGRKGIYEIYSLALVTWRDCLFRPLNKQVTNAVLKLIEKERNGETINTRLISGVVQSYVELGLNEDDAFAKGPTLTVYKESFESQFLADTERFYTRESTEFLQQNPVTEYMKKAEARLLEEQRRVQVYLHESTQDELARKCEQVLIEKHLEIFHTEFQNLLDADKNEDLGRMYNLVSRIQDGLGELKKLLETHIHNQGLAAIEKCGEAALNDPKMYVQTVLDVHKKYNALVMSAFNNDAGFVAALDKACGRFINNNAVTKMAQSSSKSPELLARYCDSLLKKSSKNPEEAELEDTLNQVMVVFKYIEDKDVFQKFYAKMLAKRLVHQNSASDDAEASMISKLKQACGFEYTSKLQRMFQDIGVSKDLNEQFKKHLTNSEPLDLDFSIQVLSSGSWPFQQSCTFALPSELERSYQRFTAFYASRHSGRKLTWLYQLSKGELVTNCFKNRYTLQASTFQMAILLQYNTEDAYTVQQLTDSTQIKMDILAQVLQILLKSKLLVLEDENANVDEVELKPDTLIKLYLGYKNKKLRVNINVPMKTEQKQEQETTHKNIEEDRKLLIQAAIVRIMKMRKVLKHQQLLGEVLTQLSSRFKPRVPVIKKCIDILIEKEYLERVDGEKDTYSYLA
The depositor's hits bear a star.

SMILES | ROC1-CUL1 inh
N#Cc1nc(COc2ccccc2F)oc1NCCCn1ccnc1 | 9
CCOC(=O)CNC(=O)C(CCCCCS(=O)(=O)c1ccc(C)cc1)NC(=O)OCc1ccccc1 (stereo unspecified) | -2
CCN1CCN(CC(=O)Nc2ccccc2Cl)CC1 | 2
COc1ccc(NC(=O)c2ccccc2C)cc1OC | 5
Cc1ccccc1CNC(=O)OC(C)(C)C | 6
O=C(CCC1(Cc2ccc(Cl)cc2)CCC(=O)N1)NCC1CC1 (stereo unspecified) | 2
O=C1Nc2ccccc2/C1=C\C(=O)c1ccc(Cl)cc1 | -5
Cc1ccc(Cl)cc1NC(=O)CC1Sc2ccccc2NC1=O (stereo unspecified) | -8
Cc1ccc(Cn2c(C)c(CNCc3ccc(OC(C)C)cc3)c(C(=O)O)c2C)cc1 | 3
COc1ccc(C(=O)COC(=O)c2c3c(nc4ccccc24)CCCC3)cc1 | 1
CCn1nc(C)c(CNC(=O)CCC2(Cc3ccc(OC)cc3F)CCC(=O)N2)c1C (stereo unspecified) | 8
COC(=O)c1ccc(-n2c(C)ccc2C)cc1 | 1
O=C1/C(=C/n2ccc3ccccc32)SC(=S)N1c1ccc(F)cc1 | 9
CCc1ccccc1NC(=O)C(=O)c1cc(C)n(-c2ccccc2F)c1C | -3
CCN(C(=O)c1cc2c(Cl)nc3ccc(C)cc3c2s1)c1cc(OC)ccc1OC | -6
O=C(NCc1coc(-c2ccccc2)n1)C1CCC(=O)N(C2CCCC2)C1 (stereo unspecified) | 9
CCOC(=O)c1c(NC(=O)C23CCC(C)(C(=O)C2)C3(C)C)sc2c1CCCC2 (stereo unspecified) | 5
COc1cc(OC)c(NC(=O)COc2ccc(C)cc2)cc1Cl | -2
Cc1cc(Br)cc(Br)c1OCC(=O)Nc1ccc(CN2CCOCC2)cc1 | 2
Clc1cccc(Nc2nc3nonc3nc2N2CCOCC2)c1 | -5
CCc1nc2c(c(=O)n(CC(C)=O)c(=O)n2C)n1C | -4
O=C1CC(c2cccc(Cl)c2Cl)c2cc3c(cc2N1)OCCO3 (stereo unspecified) | -4
CCOc1cccc2sc(N(Cc3cccnc3)C(=O)c3ccco3)nc12 | 6
CC(C)N(C)CCOC(=O)c1ccc(C(C)(C)C)cc1 | 3
CC1(C)Cc2nc(C(C)(C)C)ncc2C(NCc2ccncc2)C1 (stereo unspecified) | 3
COc1ccccc1CCNC(=O)Cc1ccc(NC(=O)N2CCSc3ncccc32)cc1 | -1
CCOc1ccc(CCNC(=O)c2ccc(-c3nc(CSc4ccccc4)c(C)o3)cc2)cc1 | -4
CN1c2ccccc2SC12Sc1ccccc1N2C | 0
Cc1cc2nc(-c3ccc(OCc4ccc(F)cc4)cc3)cc(C(F)(F)F)n2n1 | -11
CC(=O)/C(N)=N/Nc1ccc(C)cc1 | 0

13 entries out of the list, arranged by heavy-atom count, rising:
SMILES | ROC1-CUL1 inh
CC(=O)/C(N)=N/Nc1ccc(C)cc1 | 0
COC(=O)c1ccc(-n2c(C)ccc2C)cc1 | 1
CN1c2ccccc2SC12Sc1ccccc1N2C | 0
CC(C)N(C)CCOC(=O)c1ccc(C(C)(C)C)cc1 | 3
O=C1CC(c2cccc(Cl)c2Cl)c2cc3c(cc2N1)OCCO3 (stereo unspecified) | -4
O=C1/C(=C/n2ccc3ccccc32)SC(=S)N1c1ccc(F)cc1 | 9
CCc1ccccc1NC(=O)C(=O)c1cc(C)n(-c2ccccc2F)c1C | -3
CCOC(=O)c1c(NC(=O)C23CCC(C)(C(=O)C2)C3(C)C)sc2c1CCCC2 (stereo unspecified) | 5
Cc1cc2nc(-c3ccc(OCc4ccc(F)cc4)cc3)cc(C(F)(F)F)n2n1 | -11
CCN(C(=O)c1cc2c(Cl)nc3ccc(C)cc3c2s1)c1cc(OC)ccc1OC | -6
CCn1nc(C)c(CNC(=O)CCC2(Cc3ccc(OC)cc3F)CCC(=O)N2)c1C (stereo unspecified) | 8
COc1ccccc1CCNC(=O)Cc1ccc(NC(=O)N2CCSc3ncccc32)cc1 | -1
CCOc1ccc(CCNC(=O)c2ccc(-c3nc(CSc4ccccc4)c(C)o3)cc2)cc1 | -4

(list continues)
SMILES | ROC1-CUL1 inh
N#CCC(=N)c1ccccc1 | 2
CCC(=O)N1CCN(c2ccc(NCc3cc(Cl)c(OCc4ccccc4)c(OC)c3)cc2)CC1 | 16
Cc1cc(C)nc(NCc2cccnc2N2CCN(C)CC2)n1 | -4
CCc1cc2c(=O)n(CC(C)C)cnc2s1 | -5
O=C(OC1(C(=O)N2CCCCC2)c2ccccc2-c2ccccc21)c1ccccc1 | 5
CCOC(=O)c1c(NC(=O)c2nn3c(C(F)(F)F)cc(-c4cccs4)nc3c2Cl)sc2c1CCCCC2 | 7
c1ccc2c(c1)CC(CNCc1ccsc1)(N1CCCCC1)C2 | 10
Cc1cccc(C)c1NC(=O)c1cccc(N2C(=O)C3C4CC(c5ccccc5)C(C4)C3C2=O)c1 (stereo unspecified) | 4
CN1C(=O)Cc2cc(S(=O)(=O)CCC(=O)Nc3cccc(C(F)(F)F)c3)ccc21 | -9
O=C(c1cccc(S(=O)(=O)NC2CCCCCC2)c1)c1cccc(S(=O)(=O)NC2CCCCCC2)c1 | 7
Cc1nnsc1C(=O)Nc1cc(Cl)ccc1Cl | 3
CC(=O)c1ccc(NS(=O)(=O)c2cccc(S(=O)(=O)c3ccc(Cl)cc3)c2)cc1 | -6
Cc1ccc(S(=O)(=O)c2cccc(S(=O)(=O)N3CCCCCC3)c2)cc1S(=O)(=O)N1CCCCCC1 | -11
COc1cccc(N2C(=O)CN(C(=O)CN3C(=O)c4ccccc4C3=O)CC2C)c1 (stereo unspecified) | -4
COc1ccc(CCNC(=O)C2=C(C)C(=O)OC23CCCCC3)c(OC)c1OC | 2
CCOC(=O)c1c(NC(=O)COc2cccc(C(F)(F)F)c2)sc2c1CCCC2 | 7
Cc1oc2ncn(C)c(=O)c2c1C(=O)Nc1ccc(F)cc1 | -7
CN(CCc1ccccc1)c1cnn(CCn2cncn2)c(=O)c1 | -6
Cc1ccc(-c2nn(-c3ccc(F)cc3F)c3c2cnc2c(F)cccc23)cc1 | 0
CCOC(=O)c1c(NC(=O)c2ccc(C)cc2)sc(C(=O)NCc2ccccc2)c1C | 2
Cn1ccc(C#CC(=O)c2ccccc2)n1 | 23
CCOC(=O)c1nn(-c2ccccc2C(=O)O)c(=O)c2c(N)sc(Br)c12 | 33*
COc1cccc(C2CC(=O)Nc3c2ccc2ccccc32)c1OC (stereo unspecified) | 4
CC(C)Oc1ccccc1NC(=O)c1ccc(Cl)cc1 | 11
CN(Cc1ccccc1)C(=O)c1ccc(Cl)c(Cl)c1 | -4
CC1CN(CN2C(=O)C(=Nc3ccc(Cl)c(Cl)c3)c3ccccc32)CC(C)O1 (stereo unspecified) | 6
C[C@@H]1CN(C(=O)c2ccc(OC3CCN(S(C)(=O)=O)CC3)c(Cl)c2)C[C@H](C)O1 | -13
COC(=O)c1c(-n2c(C)cc(C=C3C(=O)NC(=O)NC3=O)c2C)sc2c1CCCC2 | 0
CCOC(=O)c1ccc(NC(=O)/C=C\c2cnn(C)c2)cc1 | 7
CCCCNC(=O)C1CC(=O)N(c2ccc(NC(C)=O)cc2)C1 (stereo unspecified) | 2
CC(C)c1ccc2c(c1)NC(c1ccncc1)=NC(c1cccs1)=N2 | -2
c1cnc(N2CCCCCCC2)c(CNC2CCSCC2)c1 | -6
CCCSCC(=O)Nc1ccccc1CC | -4
O=C1c2cccc3c2N(CCC3)C(=O)C1(F)c1ccccc1 (stereo unspecified) | 1
Cc1cccc(CN2C(=O)N=C(Cc3cc(C)n(-c4ccncc4)c3C)C2=O)c1 | 1
CCOC(=O)c1cc2c(=O)n3ccccc3nc2n(Cc2ccco2)c1=NC(=O)c1cccc(C)c1 | 17
OCc1cn(CC2CCCN(c3ncccn3)C2)nn1 (stereo unspecified) | -8
Cc1cc(C)c(NC(=O)CN2C(=O)c3cccnc3Sc3ccccc32)c(C)c1 | -3
CN=C(NC)C1(Cl)CC2CCC1C2 (stereo unspecified) | -1
Cc1sc2nc(SCC(N)=O)nc(SCC(N)=O)c2c1C | 6
C=C(C)CSc1nc2sc3c(c2c(=O)n1CCCC)CCCC3 | 8
COc1ccc(-n2nnnc2C2(Nc3ccc(C)cc3)CCCCC2)cc1 | 0
CCOC(=O)c1ccc(NC(=O)CCc2c(C)nc3c(c(C)nn3C(C)(C)C)c2C)cc1 | -4
O=C(c1cccc(C(F)(F)F)c1)C1CCCN(C(=O)CCN2CCCCC2=O)C1 (stereo unspecified) | 9
O=c1c2ccccc2nc(/C=C/c2cccc(C(F)(F)F)c2)n1-c1cccc(C(F)(F)F)c1 | 0
C=CCOC(=O)C1C(C)=NC(=O)NC1c1cn(-c2ccccc2)nc1-c1ccc(OC)c(Cl)c1 (stereo unspecified) | 15
Clc1cccc(-c2ccc(C(N3CCOCC3)N3CCOCC3)o2)c1 | 5
CCOc1ccc(S(=O)(=O)N2CCN(C)CC2)cc1C(C)C | 5
CCc1ccc(NC(=O)CC2C(=O)N(c3ccc(OC)cc3)C(=O)N2Cc2ccc(OC)cc2)cc1 (stereo unspecified) | -4
Nc1nonc1-c1noc(COc2ccc(F)cc2)n1 | -1
(further entries)
SMILES | ROC1-CUL1 inh
CN1Cc2ccccc2CC1C(=O)N1CCN(c2cnn(C)c(=O)c2)CC1 (stereo unspecified) | 4
COc1ccc(S(=O)(=O)N2CCN=C2c2ccccc2)cc1 | 6
Cc1ccc(NC(=O)C(C)C)cc1O | 2
Cc1cc(OCc2nc(-c3nonc3N)no2)cc(C)c1Cl | -3
CCOc1ccccc1CNC(=O)CCCn1ncn2c(cc3occc32)c1=O | -8
CSc1ccc(CCNc2ncnc3onc(C)c23)cc1 | -1
CN(C)c1ccc(/C=C2/N=C(SCC(=O)Nc3ccc(Cl)c(C(=O)O)c3)N(c3ccccc3)C2=O)cc1 | -1
COc1ccccc1-c1noc(-c2ccc(N3CCN(c4ccccc4)CC3)c([N+](=O)[O-])c2)n1 | 1
CCCCSc1nc2c(c(C(F)(F)F)c1C#N)CC(C)CC2 (stereo unspecified) | 0
Cc1ccc(C(=O)NCc2nnc(SCC(=O)NC(C)c3ccccc3)n2C)cc1 (stereo unspecified) | 13

Reprinted from the entries so far, five compounds:
SMILES | ROC1-CUL1 inh
CSc1ccc(CCNc2ncnc3onc(C)c23)cc1 | -1
CN(C)c1ccc(/C=C2/N=C(SCC(=O)Nc3ccc(Cl)c(C(=O)O)c3)N(c3ccccc3)C2=O)cc1 | -1
COc1ccccc1-c1noc(-c2ccc(N3CCN(c4ccccc4)CC3)c([N+](=O)[O-])c2)n1 | 1
CCCCSc1nc2c(c(C(F)(F)F)c1C#N)CC(C)CC2 (stereo unspecified) | 0
Cc1ccc(C(=O)NCc2nnc(SCC(=O)NC(C)c3ccccc3)n2C)cc1 (stereo unspecified) | 13

Continuation.
SMILES | ROC1-CUL1 inh
Cc1cccc(N2CCN(C(=O)CN3C(=O)CSc4c3c(C)nn4-c3ccccc3)CC2)c1C | 2
O=C(NCCCN1CCN(c2cccc(Cl)c2)CC1)c1cc(=O)c2c(Cl)cc(Cl)cc2[nH]1 | 0
CCCCCC(=O)NNC(=S)NC(=O)c1ccc([N+](=O)[O-])cc1 | -2
Cc1[nH]c2c(C)cccc2c(=O)c1CN(C)C | -1
COc1ccc(NC(=O)c2ccc3c(c2)c(C)c(C)n3Cc2ccc(F)cc2)c(OC)c1 | 1
CCC(=O)C(C)C(c1ccccc1)N(C)C(=O)c1ccccc1 (stereo unspecified) | 2
Cn1nnnc1SCCNCC#Cc1ccccc1 | 0
CC(C)CNC(=O)c1ccc(CN2CCCC2)cc1 | 1
CN1CCN(c2ccc(NC(=O)c3ccc(-n4cnnn4)cc3)cc2)CC1 | 3
O=C(/C=C/c1ccco1)CCN1CCCCC1 | 16
Cc1ccc(OCC(=O)OCc2cc(=O)n3nc(-c4cccs4)sc3n2)cc1 | -1
Cc1ccccc1NC(=O)C1(C)CC2c3ccccc3C1c1ccccc12 (stereo unspecified) | -1
CN(C)c1ccc(C2c3sc4ccccc4c3OC(=N)C2C#N)cc1[N+](=O)[O-] (stereo unspecified) | 9
CC(=O)N1CCc2c(C)cc(Cl)nc21 | 6
Cc1nn(S(=O)(=O)c2ccc3ccccc3c2)c(C)c1Cl | 7
CCOC(=O)C1(CCOC)CCN(C(C)Cc2ccccc2OC)CC1 (stereo unspecified) | -4
CCOc1ccc(S(=O)(=O)n2cnc(C)c2)cc1 | 2
Cc1cc(SCC(=O)N2CCCCCC2)nc2c(C)cccc12 | -3
O=C(c1ccc(NCC2CC2)nc1)N1CCCN(C2CCCCC2)CC1 | 15
CNCCCOc1ccccc1-c1ccccc1 | 9
CCOc1cc(/C=N/Nc2ccc(C)cc2)cc(Cl)c1O | -16
CCOC(=O)C1=C(c2ccccc2)NC(=S)NC1c1ccc(OC(C)C(=O)OCC)cc1 (stereo unspecified) | 2
CCOc1cc(C(OC(C)=O)OC(C)=O)ccc1OC(C)=O | -10
O=C(CCc1ccc(S(=O)(=O)NCc2ccccc2)cc1)NC1CCCCCC1 | 0
Cc1ccc2occ(/C=C\c3nc4ccccc4c(=O)n3-c3ccccc3)c(=O)c2c1 | -4
COc1ccc(CCNC(=O)c2nc(SCc3ccc(F)cc3)ncc2Cl)cc1OC | 4
Cc1cccc(NC(=O)CN(C)C2CCCCC2)c1 | 6
NC(=O)COc1ccc(Cl)cc1CN1CCc2[nH]nc(C3CCC3)c2C1 | 7
CC(C)c1ccc(NC(=O)Cn2c(=O)n(CC3CCC(C(=O)NCCc4ccccc4)CC3)c(=O)c3ccccc32)cc1 (stereo unspecified) | 0
CC(C)c1cnc2c(c1SCC(=O)Nc1ccc(OC(F)(F)F)cc1)c(=O)n(C)c(=O)n2C | 6
CN1C2CCC1CC(NC(=O)c1cc(Cl)cc3[nH]cnc13)C2 (stereo unspecified) | 3
COC(=O)C1CCCCN1C(=O)c1c(OC)cc(=O)n2c1CCN(Cc1ccc(OC)cc1)CC2 (stereo unspecified) | -4
O=c1[nH][nH]c(=O)c(Cl)c1Cl | 2
CC(C)(C)CC(=O)N1CCN(Cc2ccc(F)cc2)CC1 | 0
COc1cc(OC)cc(C(=O)O)c1 | 1
CC(C)(C)c1ccc(C(=O)N2CCC(C(=O)Nc3c(F)cccc3F)CC2)cc1 | -6

An excerpt; count on the stated rates, not on these rows.
